Source: PubChem BioAssay
TLR4-MyD88 BLA: blocks binding of human TLR4 to MyD88; HeLa CL3-4 TLR4/MyD88 BLA complementation, FRET ratio; inhibition, % at 8.4 µM; 200,000 compounds, 0.18% hits; AID 861; O00206+Q99836; in the data active means inhibition above about 25%;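 further: 0% = vehicle and 100% = reference inhibitor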
Target sequence (O00206 whole entry, looked up): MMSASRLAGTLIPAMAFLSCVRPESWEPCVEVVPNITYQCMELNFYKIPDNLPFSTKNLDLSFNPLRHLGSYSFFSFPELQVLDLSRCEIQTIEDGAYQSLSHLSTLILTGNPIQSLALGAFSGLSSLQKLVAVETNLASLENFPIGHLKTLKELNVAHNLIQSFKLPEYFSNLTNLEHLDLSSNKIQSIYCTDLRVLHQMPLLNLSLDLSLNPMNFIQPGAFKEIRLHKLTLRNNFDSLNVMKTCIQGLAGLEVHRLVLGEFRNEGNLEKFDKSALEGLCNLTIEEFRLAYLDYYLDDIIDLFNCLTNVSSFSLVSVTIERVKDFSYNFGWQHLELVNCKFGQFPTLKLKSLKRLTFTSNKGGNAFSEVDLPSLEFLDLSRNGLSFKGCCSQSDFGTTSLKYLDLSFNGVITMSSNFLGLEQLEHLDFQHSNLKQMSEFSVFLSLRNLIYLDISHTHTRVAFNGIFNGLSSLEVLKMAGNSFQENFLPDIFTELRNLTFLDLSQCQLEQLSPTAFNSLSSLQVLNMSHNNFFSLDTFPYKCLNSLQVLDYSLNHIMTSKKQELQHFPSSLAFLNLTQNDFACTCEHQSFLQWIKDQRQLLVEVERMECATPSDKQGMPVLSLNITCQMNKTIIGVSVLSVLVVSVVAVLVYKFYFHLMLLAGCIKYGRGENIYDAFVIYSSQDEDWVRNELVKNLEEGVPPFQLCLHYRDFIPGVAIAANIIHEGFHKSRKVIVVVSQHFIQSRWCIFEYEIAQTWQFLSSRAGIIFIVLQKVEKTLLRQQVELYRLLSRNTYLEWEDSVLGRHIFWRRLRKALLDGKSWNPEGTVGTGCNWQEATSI
Target sequence (Q99836 whole entry, looked up): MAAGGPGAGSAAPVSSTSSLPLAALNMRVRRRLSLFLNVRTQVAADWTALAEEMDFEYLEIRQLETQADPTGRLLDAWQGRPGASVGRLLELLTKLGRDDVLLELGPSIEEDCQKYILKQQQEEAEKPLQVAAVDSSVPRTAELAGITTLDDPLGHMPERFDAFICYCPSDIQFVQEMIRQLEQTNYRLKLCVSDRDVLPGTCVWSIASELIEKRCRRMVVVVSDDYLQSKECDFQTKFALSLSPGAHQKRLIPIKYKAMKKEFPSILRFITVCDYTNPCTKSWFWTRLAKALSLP
DTT redox prof: compounds producing H2O2 with reducing agent – biochemical, NIH compound library profiling, artefact control for MLSCN library redox annotation, primary screen. DTT-dependent redox cycling H2O2, phenol red/HRP absorbance; 100% = 100 µM peroxide control, 0% = buffer. activation, % at 10 µM. 200,000 compounds, 0.03% hits. AID 878;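 active means activation of at least 50% relative to the plate's high and low controls in the primary single-dose screen; inactive means activation below 50%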;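 further: compound incubated with DTT at 0.8 mM final as the reducing agent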
Lmaj promast: Leishmania major promastigote growth inhibition; 200,000 compounds, 9% hits; inhibition, % at 10 µM; Leishmania major promastigotes, resazurin fluorescence viability; in the data active means inhibition above about 50%;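 further: promastigotes grown with compound for 44 hours at 28 °C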
bIAP act: intestinal alkaline phosphatase (bovine) activation; AID 1016; purified bovine IAP, CDP-star luminescence, 30 min; hits give high values; fold of DMSO-control signal, blank-subtracted; activation factor at 20 µM; 200,000 compounds, 0.17% hits;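 active means activation factor of 2 or more at 20 µM, a signal rise over negative controls twice the positive control's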
S1P3 antagonist: S1P3 (human) receptor antagonism; Q99500; CHO S1P3 NFAT-BLA reporter, FRET fluorescence, antagonist mode; 170,000 compounds, 0.27% hits; inhibition, % at 4.98 µM;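 active means inhibition above the plate cutoff, the mean inhibition of test wells on that plate plus 3 SD, cut at about 28% in these data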;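 further: cells challenged with S1P at its EC80 of 0.8 µM; blue over green emission ratio from cleaved BLA substrate after 4 h stimulation; 0% = S1P-stimulated wells and 100% = unstimulated DMSO-only wells; some compounds past the cut are filed as inactive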
ROMK mod: modulates human ROMK potassium channel activity; Tet-inducible ROMK, thallium flux fluorescence; actives lie on both sides; B-score at 10 µM; 130,000 compounds, 2% hits; AID 1918;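 active means signal ratio slope over the read window, or its plate-corrected B-score, at least 3 SD from the plate mean, either direction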;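 further: B-score of the F/F0 ratio slope over 7 to 12 s after thallium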
PPARg SRC-3 ag: promotes SRC-3 coactivator recruitment by human PPARgamma; P37231; biochemical PPARgamma/SRC-3 coactivator recruitment assay; activation, % at 8 µM; 200,000 compounds, 0.26% hits; AID 731; in the data active means activation above about 23%;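 further: 0% = DMSO and 100% = reference agonist; some compounds past the cut are filed as inactive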
PPARg SRC2 recr: PPARgamma-driven SRC-2 recruitment agonism. P37231. 200,000 compounds, 0.34% hits. AID 1032. PPARgamma LBD-SRC-2 recruitment, biochemical. activation, % at 8 µM; in the data active means activation above about 22%;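 further: 0% = vehicle and 100% = reference agonist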
PPARg SRC1 recr: promotes SRC-1 coactivator recruitment by human PPARgamma | P37231 | PPARgamma-SRC-1 coactivator recruitment biochemical assay | activation, % at 8 µM | 200,000 compounds, 0.41% hits; in the data active means activation above about 19%;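 further: 0% = DMSO and 100% = reference agonist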
bIAP inhibitor: blocks bovine intestinal alkaline phosphatase activity; purified bovine IAP, CDP-star luminescence, 30 min; AID 1019; inhibition, % at 20 µM; 190,000 tested, under 10 active;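 active means over 50% inhibition of intestinal alkaline phosphatase at 20 µM in the single-dose screen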
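test system = bovine IAP enzyme | medium = DEA buffer 100 mM, pH 9.8, with MgCl2 1.0 mM, ZnCl2 0.02 mM | detection = luminescence | dosing = single compound dose of 20 µM, 2% DMSO final | incubation = 30 min reaction at room temperature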
SRC2 TRFRET art: flags TR-FRET format artefacts in PPARgamma SRC-2 recruitment agonist screen; AID 1049; 200,000 compounds, 0.4% hits; TR-FRET ratio at 8 µM; TR-FRET artefact counter-screen; hits give high values; in the data active means TR-FRET ratio above about 2000; further: inactives centre near 1500
* marks the source's active call; other numbers are inactive results; . = not tested or not shown.

SMILES | TLR4-MyD88 BLA | DTT redox prof | Lmaj promast | bIAP act | S1P3 antagonist | ROMK mod | PPARg SRC-3 ag | PPARg SRC2 recr | PPARg SRC1 recr | bIAP inhibitor | SRC2 TRFRET art
Cc1c(CNC(=O)c2nn3c(c2Cl)NC(c2ccccc2)CC3C(F)(F)F)cnn1C (stereo not drawn) | 5 | -0.8 | 5 | 1.1 | 23 | . | 2 | 14 | 3 | -7 | 1613
Cc1ccc(C)c(Cn2c(C(=O)OC(C)C)cc3c2ccn3C)c1 | 1 | 0.5 | 95* | 1.2 | . | . | 4 | 5 | -8 | -19 | 1614
Fc1ccc(-n2cc(CNCCc3ccncc3)c(-c3ccccc3Cl)n2)cc1 | 12 | -0.9 | 64* | 1 | -5 | -2.3 | 5 | 8 | 12 | 1 | 1622
C#CCn1c(=NC(=O)c2ccc(Br)s2)sc2cc(NC(C)=O)ccc21 | 8 | 0.1 | 45 | 0.9 | 4 | . | 7 | 3 | 4 | 13 | 1669
CC(Oc1ccc(Cl)cc1Cl)C(=O)N(C)c1ccccc1 (stereo not drawn) | -3 | -1.2 | 3 | 1 | -6 | -0.21 | 0 | 4 | 7 | -5 | 1767
Cc1cc(C)n2nc(CC(=O)NC3CCCCCCC3)nc2n1 | -4 | 1.7 | -1 | 1 | . | . | -8 | -5 | 2 | 3 | 1558
COc1cccc(/C=N/NC(=O)c2[nH]c(C)c(C(=O)N/N=C/c3cccc(OC)c3O)c2C)c1O | 17 | -1.4 | 91* | 1.4 | . | 1.4 | -5 | -6 | -1 | -37 | 1534
CCCCn1c(CN2CCN(c3cccc(Cl)c3)CC2)nc2c1c(=O)n(C)c(=O)n2C | -5 | -2.2 | -7 | 1.3 | -20 | . | 8 | 5 | 2 | -30 | 1449
O=C(CNC(=O)c1ccccc1Cl)OC1CCOC1=O (stereo not drawn) | -6 | -1.3 | -6 | 1.2 | -17 | 0.037 | 3 | 3 | 2 | -24 | 1559
O=c1cc(N2CCOCC2)[nH]c(=O)n1-c1ccc(Cl)cc1 | -4 | -1.3 | -3 | 1 | -13 | . | 10 | 5 | 4 | 5 | 1826
COc1ccc(NC(=O)N2CCOCC2)cc1OC | 4 | 0.1 | 3 | 1 | . | -0.37 | -2 | -3 | -6 | -5 | 1511
CCn1c2ccccc2c2cnc(N=CN(C)C)c(C#N)c21 | -7 | 1.5 | 11 | 0.9 | . | . | 5 | 10 | 2 | 7 | 1617
Nc1cccc(S(=O)(=O)Nc2ccccc2)c1 | -10 | 9.4 | -6 | 0.9 | -4 | 0.72 | 0 | 6 | 3 | 11 | 1544
CCNC(=O)N1CCNC(=O)C1CC(=O)OC (stereo not drawn) | 1 | 4.5 | -6 | 0.9 | -44 | . | -3 | 6 | -2 | 5 | 1596
Cc1ccc(C)c(NC(=S)/C(=C(\[O-])c2ccc(OC(F)F)cc2)[n+]2ccccc2)c1 | 1 | -2.7 | -2 | 1.1 | 1 | 0.55 | 1 | 9 | 1 | -7 | 1925
Cc1ccc(C)c(OCc2nc(-c3cccnc3)no2)c1 | 13 | 0.0 | 7 | 0.9 | 39 | -0.017 | -12 | -13 | -2 | 5 | 1379
COc1ccc(-c2nc(NC(=O)Cn3c(=O)oc4ccccc43)sc2C)cc1 | -6 | 0.5 | 5 | 1.2 | 2 | . | -1 | 4 | 6 | -15 | 1671
O=C(CNS(=O)(=O)c1ccccc1)NNC(=O)C(Cl)Cl | 7 | -0.2 | -6 | 1.3 | 8 | 0.02 | 7 | -1 | 1 | -34 | 1610
CCN(CC)c1ncnc2c1cnn2Cc1ccc(Cl)cc1 | -12 | -0.9 | 13 | 1 | -2 | 0.84 | 4 | 1 | 5 | 3 | 1776
COC(=O)c1c(NC(=O)Cc2ccccc2)sc(C)c1C | 6 | 0.5 | 1 | 0.9 | . | . | -8 | -1 | -4 | 11 | 1586
CCN(CC)S(=O)(=O)c1cccc(NC(=O)COC(=O)CCc2nc3ccccc3s2)c1 | 1 | 1.1 | -6 | 1.1 | . | . | 4 | -4 | -4 | -8 | 1467
COc1ccc(C(=O)c2ccccc2)c(OCC(=O)N(C)C)c1 | -5 | -0.3 | -7 | 1.1 | -5 | -0.37 | 3 | 4 | 0 | -10 | 1654
CCCCCCP(=O)(O)c1ccccc1 | -4 | 2.4 | -7 | 1 | -2 | . | 4 | -3 | 0 | -1 | 1414
Cc1cc(C)c(C(=O)COc2cccnc2[N+](=O)[O-])cc1C | -2 | 0.0 | -11 | 0.9 | . | -1.1 | 3 | -3 | -2 | 8 | 1698
c1ccc(CN2CCOCCOCCOCCOCCOCCOCC2)cc1 | 5 | 0.2 | 1 | 1 | 2 | . | 3 | -5 | 0 | -4 | 1518
CC(C)OC(=O)c1cccnc1SCc1cc(=O)n2ccccc2n1 | -3 | 0.1 | -2 | 0.9 | -30 | 1.9 | -9 | 1 | 7 | 6 | 1567
O=C(c1cccc([N+](=O)[O-])c1)N1CCN(C(=O)c2ccco2)CC1 | 11 | -0.7 | 1 | 0.9 | -8 | -0.25 | -3 | -5 | -2 | 7 | 1688
Cc1cc(Cl)ccc1OCCCC(=O)NCCN1C(=O)S/C(=C\c2cccnc2)C1=O | 6 | 0.2 | 39 | 1 | -2 | . | 3 | 5 | 0 | 2 | 1554
CC1=C(C(=O)OC(C)C)C(c2ccccc2Cl)CC(=O)N1 (stereo not drawn) | 6 | 0.6 | 0 | 0.9 | 10 | . | 16 | 11 | -4 | 10 | 1549
Cc1ccc(NC(=O)c2ccco2)c(NC(=O)C2CCCO2)c1 (stereo not drawn) | 0 | -0.1 | -2 | 1 | -4 | 0.15 | 1 | 4 | 2 | 0 | 1570
Cc1noc(C)c1CSc1nnc(-c2cccnc2)n1C1CCCCC1C (stereo not drawn) | -18 | 0.4 | -4 | 1 | -33 | . | -1 | 10 | 0 | -5 | 1610
Cc1cc(NC(=O)C2CCN(S(=O)(=O)c3cnc[nH]3)CC2)ccc1Br | -9 | -2.7 | 2 | 1.1 | -44 | . | 4 | 2 | 10 | -6 | 1538
COc1ccc(OC)c(S(=O)(=O)N2Cc3ccccc3CC2C(=O)O)c1 (stereo not drawn) | 7 | 0.8 | -5 | 1 | -1 | 0.8 | -6 | -2 | 3 | 0 | 1435
COc1cc(/C=C/C(=O)OCC(=O)Nc2sc3c(c2C#N)CCC(C)C3)ccc1OCC#N (stereo not drawn) | 6 | -0.5 | 1 | 1 | -19 | 0.11 | -4 | 2 | -10 | -4 | 1473
Cc1cccc(NC(=O)c2ccccc2-c2ccccc2)c1 | 9 | -0.6 | 5 | 1 | -16 | -0.63 | 0 | 2 | -2 | 3 | 1594
CC1CCN(S(=O)(=O)c2ccc3c(c2)c(=O)c(C(=O)NCc2cccs2)cn3C)CC1 | 1 | 0.5 | 15 | 1 | 3 | 0.38 | -7 | -4 | -9 | 4 | 1513
Cc1nn(Cc2cccc(C(=O)NC3CCCCC3)c2)c(C)c1Cl | -12 | 2.6 | 26 | 1 | . | . | 6 | -2 | 1 | 1 | 1548
Cc1cc(C)c(C)c(S(=O)(=O)N[C@@H](C)C(=O)OCc2cc(=O)n3cc(Br)ccc3n2)c1C | -8 | 0.1 | 2 | 1.2 | -2 | 0.29 | 4 | 7 | 9 | -16 | 1674
Cc1nnsc1C(=O)NNC(=O)Nc1ccccc1 | -6 | -1.4 | -10 | 0.9 | -22 | 1.8 | 1 | 3 | 0 | 7 | 1531
COc1cccc(CNC(=O)CSCc2cnn(-c3ccccc3)c2-n2cccc2)c1OC | 16 | 0.3 | -6 | 2.3* | . | -3.3* | -15 | -16 | -2 | -131 | 1460
O=C(CS(=O)(=O)Cc1ccccc1)Nc1nc2c(s1)CCCC2 | -8 | -3.0 | -5 | 0.9 | 11 | . | -2 | 6 | 4 | 8 | 1498
CC(=O)n1cc([C@@H]2C=C(C(=O)N3CCN(Cc4ccc5c(c4)OCO5)CC3)O[C@H](OCc3ccc(CO)cc3)C2)c2ccccc21 | -3 | -0.1 | 79* | 1.3 | -13 | . | -2 | 10 | 8 | -35 | 1618
Cc1ccc(-c2nc3ccccc3n2C)o1 | -3 | -14 | 1 | 0.9 | . | . | 4 | 4 | 7 | 10 | 1557
NC(=O)c1nsnc1-c1ccccc1O | -4 | -2.2 | -6 | 0.9 | -39 | . | -8 | -3 | 1 | 6 | 1466
Cc1ccc(NC(=O)COC(=O)c2ccc(F)cc2Cl)c(Br)c1 | -5 | -0.2 | -7 | 1.1 | 6 | 0.043 | 6 | -2 | 5 | -6 | 1560
Cc1nn(C)cc1CNC(=O)c1ccc(F)cc1 | -7 | 0.4 | -6 | 1.1 | -22 | . | 0 | 2 | 6 | -5 | 1369
CCOC(=O)c1c(NC(=O)CN2C(=O)NC3(CCC(CC)CC3)C2=O)sc(C)c1-c1ccc(C)cc1 (stereo not drawn) | -2 | 0.8 | -2 | 1.1 | -21 | 0.059 | -3 | -2 | -11 | -6 | 1456
O=C(O)CCCC(=O)NCCc1ccncc1 | -10 | 1.0 | -4 | 1 | . | -0.0061 | 19 | 9 | 2 | 1 | 1592
O=C(Oc1ccc(Cl)c2cccnc12)C12CC3CC(CC(C3)C1)C2 | 2 | -0.1 | -2 | 1.1 | -6 | . | 8 | 4 | 3 | -7 | 1533
COc1ccc(-n2cnc3c(sc4nccc(N(C)C)c43)c2=O)cc1 | 0 | 0.7 | 4 | 0.9 | -7 | . | -4 | 0 | 0 | 7 | 1419
CCNCC(=O)N1c2ccccc2CCc2ccc(NC(C)=O)cc21 | -3 | 1.0 | 7 | 1.1 | . | -0.13 | -5 | 0 | 2 | -6 | 1379
CC1Cc2ccccc2N1C(=O)CSCC(=O)O (stereo not drawn) | 2 | 1.4 | -5 | 1 | 30 | . | 2 | 1 | -3 | 1 | 1612
O=C(C1CCCN(Cc2nc(-c3ccc(Cl)cc3)no2)C1)N1CCOCC1 (stereo not drawn) | -10 | -0.8 | -4 | 1 | -7 | -0.63 | -1 | 1 | -1 | 1 | 1706
COC(=O)Nc1nc2ccc(Br)cc2s1 | 11 | 0.0 | 1 | 0.8 | 9 | -0.023 | 2 | -1 | 4 | 15 | 1710
COc1ccc(OC)c2c(C)cc(N3CCCN(C)CC3)nc12 | 3 | 1.1 | 8 | 1 | . | -2.3 | -15 | 1 | 5 | -5 | 1487
CCOC(=O)C1(CCOc2ccccc2)CCN(Cc2cccs2)CC1 | 16 | -1.4 | 43 | 1 | 10 | -1.2 | 0 | 6 | -1 | -1 | 1644

3 structures from above, sorted by SMILES length, lowest first.
SMILES | TLR4-MyD88 BLA | DTT redox prof | Lmaj promast | bIAP act | S1P3 antagonist | ROMK mod | PPARg SRC-3 ag | PPARg SRC2 recr | PPARg SRC1 recr | bIAP inhibitor | SRC2 TRFRET art
Cc1nn(C)cc1CNC(=O)c1ccc(F)cc1 | -7 | 0.4 | -6 | 1.1 | -22 | . | 0 | 2 | 6 | -5 | 1369
CC1=C(C(=O)OC(C)C)C(c2ccccc2Cl)CC(=O)N1 (stereo not drawn) | 6 | 0.6 | 0 | 0.9 | 10 | . | 16 | 11 | -4 | 10 | 1549
CCCCn1c(CN2CCN(c3cccc(Cl)c3)CC2)nc2c1c(=O)n(C)c(=O)n2C | -5 | -2.2 | -7 | 1.3 | -20 | . | 8 | 5 | 2 | -30 | 1449
